TRHR enhancer: allosterically enhances the human TRH receptor | P34981 | TRHR cells, fluo-8 calcium fluorescence, EC20 TRH enhancement | enhancement, % at 2 µM | 360,000 compounds, 0.66% hits; in the data active = enhancement above about 30%; also: 0% is about no effect
Target sequence (P34981 whole entry, looked up): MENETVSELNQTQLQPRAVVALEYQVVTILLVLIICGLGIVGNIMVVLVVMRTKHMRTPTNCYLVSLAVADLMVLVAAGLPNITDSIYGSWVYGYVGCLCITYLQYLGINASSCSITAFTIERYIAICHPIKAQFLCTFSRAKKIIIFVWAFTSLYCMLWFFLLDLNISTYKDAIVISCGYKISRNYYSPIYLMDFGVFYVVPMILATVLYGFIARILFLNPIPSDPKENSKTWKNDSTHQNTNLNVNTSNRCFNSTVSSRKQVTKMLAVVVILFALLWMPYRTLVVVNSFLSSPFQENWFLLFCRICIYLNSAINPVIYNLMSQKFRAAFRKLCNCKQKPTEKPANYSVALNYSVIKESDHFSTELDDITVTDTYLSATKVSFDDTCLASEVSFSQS
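Enhancer read-out: after compound pinning and an initial kinetic agonist-mode read, an EC20 of TRH (10 nM final) was injected and fluo-8 calcium signal (Ex 480/Em 530) followed at 1 s/cycle for 100 cycles in TRHR-expressing cells.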
D1 antag: antagonists of human D1 dopamine receptor. HEK293 TREx D1 cells, calcium flux, dopamine EC80; hits give low values. 360,000 compounds, 3.2% hits. activity change, negative = inhibition, % at 10 µM. AID 504652; in the data active = activity change below about -30%; also: % is scaled to controls: 0 for no effect and ±100 for the full control effect
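Inducible Hek293 Trex D1 cells (tetracycline, overnight, 30 C). Calcium dye 30–90 min RT. Antagonist mode: EC80 dopamine added after 180 s compound read.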
D2 antagonist: D2 dopamine receptor (human) antagonism | P14416 | HEK293 TREx D2 cells, calcium flux, dopamine EC80 | inhibition, % at 10 µM | 340,000 compounds, 2% hits | AID 485344; in the data active = inhibition above about 30%; also: 0% is about no effect
Target sequence (P14416 whole entry, looked up): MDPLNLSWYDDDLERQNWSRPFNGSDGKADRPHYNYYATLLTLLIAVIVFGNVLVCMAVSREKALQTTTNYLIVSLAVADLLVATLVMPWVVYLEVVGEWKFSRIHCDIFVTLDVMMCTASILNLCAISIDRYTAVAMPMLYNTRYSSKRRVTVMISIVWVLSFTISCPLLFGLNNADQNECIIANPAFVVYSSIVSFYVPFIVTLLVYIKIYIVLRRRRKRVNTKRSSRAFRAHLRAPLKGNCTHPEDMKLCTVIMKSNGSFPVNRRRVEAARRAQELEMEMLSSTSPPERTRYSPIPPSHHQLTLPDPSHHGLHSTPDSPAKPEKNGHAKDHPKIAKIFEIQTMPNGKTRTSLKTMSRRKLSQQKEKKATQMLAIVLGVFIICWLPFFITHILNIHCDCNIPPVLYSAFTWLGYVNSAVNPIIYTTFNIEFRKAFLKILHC
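Tetracycline-induced HEK293 T-REx cells expressing D2 force-coupled to calcium signalling were dye-loaded, exposed to compound for 180 s, then challenged with an EC80 of dopamine; calcium flux was followed kinetically for a further 180 s.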
D1 PAM: potentiators of human D1 dopamine receptor | P21728 | HEK293 TREx D1 cells, calcium flux, dopamine EC20 potentiation | 360,000 compounds, 0.036% hits | AID 504651 | potentiation, % at 10 µM; in the data active = potentiation above about 30%; also: 0% is about no effect
D1 agonist: activates the human D1 dopamine receptor; P21728; HEK293 T-REx D1 cells, calcium flux, agonist mode; activation, % at 2 µM; 360,000 compounds, 1% hits; AID 504660; in the data active = activation above about 30%; also: 0% is about no effect
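Tetracycline-induced HEK293 TREx D1 cells, force-coupled to calcium signalling, were dye-loaded with a no-wash calcium kit. Compound was pin-added after a 10 s baseline. Fluorescence was read kinetically at 1 cycle/s for 180 s, with calcium rises flagged as agonism.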
D2 ag: activates the human D2 dopamine receptor; P14416; HEK293 T-REx D2 cells, calcium flux agonist mode; activation, % at 2 µM; 340,000 compounds, 0.53% hits;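 active = activation over 3 SD above normal in the single-dose calcium agonist read, cut at about 30% in these data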; also: 0% is about no effect
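Tetracycline-induced HEK293 Trex cells with D2 receptor force-coupled to calcium signaling, plated overnight at 30 C and loaded with no-wash calcium dye. Calcium flux read kinetically for 180 s after compound addition; responses flag agonists.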
D2 potentiator: D2 dopamine receptor (human) potentiation; 340,000 compounds, 0.34% hits; HEK293 T-REx D2, calcium flux, EC20 dopamine potentiation; potentiation, % at 10 µM; AID 485347;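 active = potentiation over 3 SD above the plate norm, cut at about 30% in these data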; also: 0% is about no effect
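Calcium flux readout, no-wash dye, 1 read/s. Inducible HEK293 Trex D2 line, overnight 30 C. Compound alone 180 s (agonist flags), then EC20 dopamine, another 180 s to score potentiation.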
RXFP1 agonist: activates the human relaxin receptor RXFP1; Q9HBX9; HEK293T-RXFP1 cAMP TR-FRET, 30 min; response scale: percent of porcine relaxin response, buffer zero; Potency, µM (titrated, usually from 57.5 µM), inactives show top-dose activation, usual class: activators; 370,000 compounds, 0.3% hits; active = well fitted activation curve with a large enough effect; inconclusive = small, poorly fitted or top-dose-only effect; also: potency is read from the fitted curve at half-maximal effect; % is scaled to controls: 0 for no effect and ±100 for the full control effect; nearly all actives have a fitted effect of over 60% in size; many of its hits are not listed in these tables
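HEK293 cells stably expressing RXFP1, treated 30 min at 37C with compounds plus PDE4 inhibitor Ro 20174; cAMP measured by HTRF TR-FRET. Normalized to buffer and 29 nM porcine relaxin; EC50 by Hill fit.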
RXFP1 antagonist: RXFP1 (human) relaxin receptor antagonism; 350,000 compounds, 0.59% hits; Q9HBX9; activity change, negative = inhibition, % at 57.5 µM; HEK293-RXFP1, relaxin-stimulated cAMP HTRF, 30 min; hits give low values;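 active = activity change of -60% or lower, but not beyond a set lower limit; inconclusive = change between -60% and -40%, or beyond the set limit; inactive = change above -40%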; also: % is scaled to controls: 0 for no effect and ±100 for the full control effect
Active calls of the source: *; ? = inconclusive; . = not tested or not shown. Some of the compounds tested; the hit share may differ from the screen's.

SMILES	TRHR enhancer	D1 antag	D2 antagonist	D1 PAM	D1 agonist	D2 ag	D2 potentiator	RXFP1 agonist	RXFP1 antagonist
O=C(O)CCCC(=O)Nc1cccc(C(=O)Nc2ccccc2C(=O)O)c1	-16	5	-7	-6	2	0.3	-8	1.1%	5
Fc1cccc(NC(=S)NCCCN2CCOCC2)c1	3	12	-7	1	2	-0.1	-12	1.0%	-5
Cc1ccccc1NC(=O)Cn1c(=O)n(Cc2ccco2)c(=O)c2cccnc21	-4	3	.	-4	0	.	-3	-0.1%	.
Cn1nnnc1SCC(=O)NNC(=O)c1ccc(Cl)cc1	1	-12	0	4	-1	1.0	2	0.5%	-16
O=C(c1ccc([N+](=O)[O-])s1)N1CCN(c2cccc(Cl)c2)CC1	-4	-12	2	-3	2	0.3	1	0.1%	.
Cc1ccc(NC(=O)CSc2ccc(-c3cccnc3)nn2)cc1	11	6	-1	-8	4	0.5	-6	4.0%	-4
COc1ccc(CN(C)C(=S)Nc2ccc(Cl)cc2)cc1	1	-2	-2	2	1	-0.5	-4	-0.6%	-3
Cc1cc2c(cc1NS(=O)(=O)c1cccc(C#N)c1)n(C)c(=O)c(=O)n2C	-1	8	.	-5	3	.	-8	?	.
O=C(CSc1ccccn1)N1CCOCC1	-4	4	10	-4	4	1.7	-3	1.9%	2
COc1ccc(-n2c(SCCC(=O)O)nnc2-c2ccncc2)cc1	-2	-9	11	-8	4	1.5	.	2.9%	2
Cc1ccc(C)c(N2CCN(c3nc4ccccc4c4nc(-c5cccnc5)nn34)CC2)c1	10	4	.	-2	1	0.0	1	-2.6%	.
NC(=O)c1cc2ccccc2o/c1=N\NC(=O)c1ccncc1	-7	-25	2	-3	3	-0.1	14	-1.0%	-1
CSc1cccc(NS(=O)(=O)c2ccc3c(c2)oc(=O)n3C)c1	-9	-1	21	.	5	-1.2	-5	0.7%	8
Cc1ccc(-c2nc(N/N=C/c3cccc([N+](=O)[O-])c3)c3ccccc3n2)cc1	-4	9	-12	-2	2	-0.4	13	-2.6%	-3
CC1CN(S(=O)(=O)c2ccc(C(=O)Nc3nnc(-c4ccc5c(c4)CCCC5)o3)cc2)CC(C)O1 (stereo not given)	7	7	-3	-4	1	0.5	-8	-0.9%	.
O=C(NCC1CCN(C(=O)c2ccc([N+](=O)[O-])cc2)CC1)c1ccc([N+](=O)[O-])cc1	-3	5	-19	-7	6	-0.3	-26	2.3%	3
COc1ccc(-c2cn3c(n2)sc2cc(C(=O)Nc4c(C)cccc4C)ccc23)cc1	-7	-2	.	-2	1	0.7	-13	-1.4%	16
CCOC(=O)C1CCN(C(=O)NS(=O)(=O)c2ccc(C)cc2)CC1	2	13	-2	-6	1	-3.5	-3	3.2%	12
CC1CN(C2CCN(S(=O)(=O)Cc3ccccc3)CC2)CC(C)O1 (stereo not given)	1	-1	-8	-1	1	0.1	7	1.4%	-11
Clc1ccc(-c2nnc3n2CCCCC3)cc1	-3	-5	3	-2	0	-0.5	-2	-0.1%	3

Reformatted: 2 of the compounds above
SMILES | TRHR enhancer | D1 antag | D2 antagonist | D1 PAM | D1 agonist | D2 ag | D2 potentiator | RXFP1 agonist | RXFP1 antagonist
COc1ccc(-n2c(SCCC(=O)O)nnc2-c2ccncc2)cc1 | -2 | -9 | 11 | -8 | 4 | 1.5 | . | 2.9% | 2
COc1ccc(-c2cn3c(n2)sc2cc(C(=O)Nc4c(C)cccc4C)ccc23)cc1 | -7 | -2 | . | -2 | 1 | 0.7 | -13 | -1.4% | 16

Carrying on.
SMILES	TRHR enhancer	D1 antag	D2 antagonist	D1 PAM	D1 agonist	D2 ag	D2 potentiator	RXFP1 agonist	RXFP1 antagonist
Cc1ccc(NC(=O)C23CCC(C)(C(=O)[C@H]2Br)C3(C)C)cc1 (stereo not given in full)	2	24	3	-6	1	-0.6	1	0.2%	-10
COc1cccc(CC2(CO)CCCN(Cc3cn[nH]c3-c3cc(C)ccc3C)C2)c1 (stereo not given)	-1	-11	6	3	4	-2.1	-4	-1.7%	-2
Cc1cccc(Cn2cccc2CNS(=O)(=O)c2ccc(Br)cc2)c1	-2	2	.	0	12	1.5	1	-0.1%	.
O=C(O)c1ccccc1Nc1ccc([N+](=O)[O-])cc1	3	6	16	-4	3	-0.7	7	0.0%	-21
CC(C)(C)c1ccc(C(=O)Nc2ccccc2Cl)cc1	-2	19	-11	-1	8	4.4	-8	-0.5%	-13
CC1(C)CCCN(C(=O)c2ccc3c(c2NCCO)C(=O)c2ccccc2C3=O)C1	2	9	-6	0	-1	8.8	3	0.2%	-6
CC(CO)(CO)NC(=O)c1ccc(=O)[nH]n1	-3	29	-26	1	3	0.1	6	-0.7%	-5
CCOC(=O)Cn1c(=O)n(CC2CCCO2)c2nc(-c3ccccc3)nc(C(N)=O)c21 (stereo not given)	6	13	.	2	2	.	3	3.4%	.
O=C1C(Cc2ccc(O)cc2)NC(=S)N1C1CCCCC1 (stereo not given)	2	0	-10	1	1	0.5	2	-3.1%	-7
CN(C(=O)COC(=O)COc1ccc(Cl)cc1Cl)c1c(N)n(Cc2ccccc2)c(=O)[nH]c1=O	-3	1	-6	-4	1	0.5	12	0.8%	-14
O=C(CSc1nnc(-c2ccc(Cl)cc2)o1)c1ccc([N+](=O)[O-])cc1	-3	-3	.	-4	-1	-0.1	7	0.3%	.
CCc1cccc(CC)c1NC1=NS(=O)(=O)c2ccccc21	-4	-1	.	-1	1	-0.3	-8	1.0%	-11
Cc1ccc(NC(=S)NNC(=O)c2ccccc2O)c(C)c1	-15	-20	11	-4	16	-1.0	17	1.3%	0
CN(C)Cc1c(C(=O)Nc2ccccc2)[nH]c2ccccc12	0	10	45*	-7	-1	-0.4	-27	-1.0%	.
O=C(NC1(C(F)(F)F)N=C2SCCN2C1=O)c1ccccc1F (stereo not given)	-3	-1	10	-4	2	-0.3	-1	0.4%	0
COc1ccc2cc(CNc3ccc(OC)c(OC)c3)c(=O)n(CC(=O)Nc3ccc(C)cc3)c2c1	1	-29	.	-4	1	-0.1	4	0.9%	.
Cc1nc([N+](=O)[O-])cn1-c1nc2ccccn2c1[N+](=O)[O-]	-4	-9	4	-4	0	0.9	6	1.6%	-5
COc1cccc(CN(C(=O)Cc2c[nH]c3ccccc23)C(C(=O)NC2CCCCC2)c2cccs2)c1 (stereo not given)	-6	10	-28	1	8	-1.1	-7	4.1%	-1
COc1cc(Cl)ccc1OCc1cc(C(=O)N2CCCCCC2)no1	-2	9	0	-5	1	0.2	-3	-0.1%	-8
CCOc1cc(-c2c(C#N)c(N)nc3c2CCCC3)ccc1O	-4	-2	-12	-3	0	0.9	-9	0.6%	0

Three entries picked at random from those above, as already listed:
SMILES	TRHR enhancer	D1 antag	D2 antagonist	D1 PAM	D1 agonist	D2 ag	D2 potentiator	RXFP1 agonist	RXFP1 antagonist
CN(C(=O)COC(=O)COc1ccc(Cl)cc1Cl)c1c(N)n(Cc2ccccc2)c(=O)[nH]c1=O	-3	1	-6	-4	1	0.5	12	0.8%	-14
CC1(C)CCCN(C(=O)c2ccc3c(c2NCCO)C(=O)c2ccccc2C3=O)C1	2	9	-6	0	-1	8.8	3	0.2%	-6
CCOC(=O)Cn1c(=O)n(CC2CCCO2)c2nc(-c3ccccc3)nc(C(N)=O)c21 (stereo not given)	6	13	.	2	2	.	3	3.4%	.

Copied from the list.
For D1 antag, Cc1ccc(NC(=S)NNC(=O)c2ccccc2O)c(C)c1 is listed with -20
For D1 PAM, O=C(c1ccc([N+](=O)[O-])s1)N1CCN(c2cccc(Cl)c2)CC1 is listed with -3

Remaining list, next part
SMILES	TRHR enhancer	D1 antag	D2 antagonist	D1 PAM	D1 agonist	D2 ag	D2 potentiator	RXFP1 agonist	RXFP1 antagonist
CC1CCN(S(=O)(=O)c2ccc(Br)s2)CC1	-1	1	-13	1	2	0.3	-1	1.8%	7
CSc1ccc(Cl)c(C(=O)Nc2ccc(OCC(N)=O)cc2)c1	0	12	1	3	2	-0.4	-6	3.0%	15
CN(CC(=O)Nc1c(Cl)cccc1Cl)C(=O)c1cccc(-n2cccc2)c1	-4	5	-7	-9	1	-1.6	15	0.2%	25
CCOn1c(=O)c(-c2ccc(OC)cc2)[n+]([O-])c2ccccc21	-6	-5	21	2	0	-0.2	0	1.3%	-6
CCCCn1c(N)c(N(CCOC)C(=O)c2cc(S(=O)(=O)N3CCOCC3)ccc2F)c(=O)[nH]c1=O	4	6	-1	-10	2	1.2	-3	1.0%	-10
CC(=O)NC(CC(=O)OCC(=O)Nc1ccc2c(c1)OCO2)c1ccccc1 (stereo not given)	-13	-18	-10	4	-3	-0.7	8	-0.9%	-4
Cc1ccc(-c2n[nH]c(=S)n2C)cc1	-8	-13	-2	-2	1	0.0	-6	3.0%	.
COc1ccc(N(CC(=O)NCc2ccc3c(c2)OCO3)S(C)(=O)=O)cc1OC	3	-5	15	-7	1	0.2	0	2.3%	5
O=C(Nc1cccc(Cl)c1)Nc1nc(-c2ccc(Cl)cc2)cs1	3	-15	6	2	6	0.8	6	0.0%	1
CCOc1ccccc1OCC(=O)Nc1ccc(N2CCCCC2)cc1	4	13	-6	2	-4	0.7	8	-0.9%	11
O=C(NCCS(=O)(=O)N1CCN(c2ccccc2)CC1)c1ccc2c(c1)OCO2	-3	-17	-12	-11	5	1.6	-1	0.5%	-1
C/C(=N\NC(=O)c1cccc([N+](=O)[O-])c1)c1ccco1	-6	5	4	-2	1	1.5	-8	7.6%	0

Screens: PubChem, National Center for Advancing Translational Sciences (NCATS)
